Screens deposited in PubChem by Broad Institute.
Cneo AK release: Cryptococcus neoformans cell lysis inducers, primary screen, AK release luminescence, single concentration; C. neoformans lysis, adenylate kinase release luminescence, 4 h; normalised: neutral wells 0, clomiphene wells 100; lysis activity, % at 15 µM; 360,000 compounds, 0.2% hits; AID 651654, 2012;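 active = mean lysis activity across replicates of at least 80%, whatever share of replicates individually reach that level; inactive = mean lysis activity below 80%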
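Material: C. neoformans cells | Amount: Yeast cell density of 5 × 10^6 cells/mL | Medium: Fresh YPD growth medium | Dosing: Single dose | Times: Static 4 h at 37 °C with compound, 1 h detection | Detection: AK luminescence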
PAX8 inh HTS: inhibitors of PAX8-driven TPO luciferase reporter, primary screen, RMG-I cells, single concentration; SteadyGlo, 24 h; 360,000 compounds, 1.2% hits; AID 652154, 2013; inhibition, % at 12.6 µM;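 active = mean replicate inhibition at least 60% with every replicate also reaching 60%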;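 also: luciferase light reporting Pax8 driven TPO promoter activity; plate controls were median of neutral control wells for no effect and mitoxantrone controls for full effect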
miR-122 sensor: miR-122 Renilla sensor signal increase in Huh7, primary screen, miR-122 inhibitor project, cell-based, single point, plate reader | Huh7 miR-122 Renilla luciferase sensor, 48 h; neutral wells = 0, positive control = 100 | activation (reporter increase), % at 12.5 µM | 340,000 compounds, 0.3% hits;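 active = mean replicate activation score at least 90 and every replicate individually at or above 90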;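 also: higher luciferase means less miR-122 activity so hits act as miR-122 inhibitors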
PGC1a acetyl inh: inhibitors of PGC1a acetylation signal, primary screen, cell-based, U2OS, AlphaScreen, inhibitor mode; AlphaScreen anti-acetyl-lysine; with virally co-expressed GCN5 acetyltransferase; inhibition, % at 15.6 µM; 350,000 compounds, 0.17% hits;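 active = every replicate shows inhibition of at least 40%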;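 also: 0% = neutral control wells and 100% = positive control wells; some results beyond the cut were filed as inactive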
CASP6 VEID inh: human caspase-6 inhibitors, primary screen, biochemical, VEID-R110 fluorescence, single point, set 2. purified caspase-6, Z-VEID-R110 cleavage fluorescence. P55212. inhibition, % at 12.5 µM. 350,000 compounds, 0.53% hits;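 active = mean inhibition across replicates at least about 35%, with every replicate also reaching that limit, limit read from the data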;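 also: 0% = median of neutral control wells and 100% = no fluorescence left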
Target sequence (P55212 24-179 limits assumed): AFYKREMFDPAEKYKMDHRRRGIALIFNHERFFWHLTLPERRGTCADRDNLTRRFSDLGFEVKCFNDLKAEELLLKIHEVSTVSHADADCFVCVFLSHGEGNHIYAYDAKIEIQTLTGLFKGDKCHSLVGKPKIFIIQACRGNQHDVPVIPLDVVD
Target sequence (P55212 194-293 limits assumed): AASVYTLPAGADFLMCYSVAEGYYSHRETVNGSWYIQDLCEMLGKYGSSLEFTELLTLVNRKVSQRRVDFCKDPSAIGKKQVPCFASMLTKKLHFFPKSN
FN deposition inh: inhibitors of fibronectin matrix deposition, primary screen, AH1F cells, Alexa488-fibronectin fluorescence, plate reader | inhibition, % at 12.6 µM | AID 743247, 2014 | AH1F fibroblasts, overnight | 350,000 compounds, 0.086% hits;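 active = mean inhibition across replicates of 30% or more, regardless of how many single replicates reach that level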;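 also: positive control wells lacked labelled fibronectin entirely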
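Schedule: 1 h cell adhesion before compound, then overnight fibronectin incubation; test system: AH1F fibroblast monolayer depositing Alexa488-labelled fibronectin into matrix; quantity: 10000 AH1F cells per well; probe or stimulus: fluorescent fibronectin at 24 nM final; signal: fluorescence, ex 485 nm, em 525 nm; evaluation: percent inhibition as loss of matrix-bound fibronectin fluorescence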
EWS-Fli inh: EWS/Fli-driven NR0B1 reporter inhibitors, primary screen, A673 cells, NR0B1 luciferase, luminescence, MLPCN library; 350,000 compounds, 0.67% hits; AID 651661, 2012; inhibition, % at 12.6 µM; viability-normalised;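 active = mean inhibition of at least 50% after viability correction, with every replicate also passing that limit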;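 also: firefly luciferase signal divided by Alamar Blue viability fluorescence both relative to DMSO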
LGR2 antag: inhibitors of bursicon-induced LGR2 CRE-luciferase signal, primary screen, cell-based, HEK293, CRE-luciferase reporter, bursicon stimulation. 380,000 compounds, 0.35% hits. inhibition, % at 9.99 µM. Drosophila bursicon receptor LGR2 (rickets). AID 720647, 2013. bursicon-stimulated, 4 h;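 active = drop in luminescence signal, shown as inhibition above about 50% in the replicate tests, limit read from the data, passing the limit was not always enough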;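 also: agonist challenge used bursicon conditioned medium at about half maximal strength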
Numbers without * were called inactive; . = not tested or not shown; & = joins results of further samples; [ ] = remark or other dose.

SMILES | Cneo AK release | PAX8 inh HTS | miR-122 sensor | PGC1a acetyl inh | CASP6 VEID inh | FN deposition inh | EWS-Fli inh | LGR2 antag
O=C(C[C@@H]1C[C@H]2c3cc(NC(=O)Cc4ccncc4)ccc3O[C@H]2[C@@H](CO)O1)NCc1ccc(-c2ccccc2)cc1 | -1 | 43 | -3[16.7 µM] | -15 | 0 | . | 30 | 6
COc1ccccc1S(=O)(=O)Cc1ccc(C(=O)NC(C)c2ccc3c(c2)OCCO3)o1 (stereo unspecified) | -1 | 5 | -7 | 2 | . | . | . | .
N#C[C@H]1[C@@H](c2ccc(C#CC3CCCCC3)cc2)[C@H](CO)N1S(=O)(=O)c1ccccc1 | 2 | 27 | . | -10 | -1 | 8 | 9 | 0
COc1ccccc1S(=O)(=O)N1C[C@@H]2N[C@H](C1)C2c1ccc(-c2cccnc2)cc1 (stereo partly specified) | . | 0&6 | . | 6&9 | . | 4&6 | 2&-5 | -8&3
Cc1cc(NC(=O)c2ccc(N3CCCC3)c([N+](=O)[O-])c2)no1 | . | -14 | . | . | 5 | . | -14 | 11
CC(C)(Sc1ccc(CCN(CCCCC2CCCCC2)C(=O)NC2CCCCC2)cc1)C(=O)O | -2 | -19 | -2 | 2 | 12 | -9 | 5 | 5
Cc1c(OCC(=O)NC(Cc2ccc(Cl)cc2)C(=O)O)ccc2c3c(c(=O)oc12)CCC3 (stereo unspecified) | 0 | . | -8 | -9 | 0 | . | 5 | .
CCN(CC)CCNC(=O)Cn1ncc2ccccc2c1=O | . | 1 | . | 9 | -2 | -4 | 7 | 6
COCc1cn(CC[C@@H]2CC[C@H](NC(=O)Nc3ccc(F)cc3)[C@H](CO)O2)nn1 | 20 | -11 | . | 5 | -1 | . | -10 | -12
O=C1CSc2ccc(S(=O)(=O)N3CCN(c4ccccc4)CC3)cc2N1 | -2 | 10 | 1 | . | -1 | 6 | . | 5
C[C@@H]1CN([C@@H](C)CO)C(=O)Cc2cc(NC(=O)CCC(F)(F)F)ccc2O[C@H]1CN(C)Cc1ccc(C(=O)O)cc1 | . | -6 | . | 5 | -1 | . | -1 | -12
O=C(COC(=O)c1cc(Cl)nc(Cl)c1)NCCc1ccc(F)cc1 | 3 | -10 | -7 | -2 | 2 | 8 | 3 | -4
O=C(Nc1ccccc1)c1ccc(-c2ccccc2)s1 | . | -17 | . | . | 1 | -1 | -199 | -52
COc1ccc(NC(=O)N(C)C[C@@H]2Oc3ccc(NS(C)(=O)=O)cc3CC(=O)N([C@H](C)CO)C[C@H]2C)cc1 | 2 | -16 | 2[16.7 µM] | 10 | -2 | -9 | -2 | -12
CN(C)c1cccc(N(C)C)c1CNC(=O)C(C)(C)C | 25 | 11 | -2 | 4 | -2 | -4 | 4 | 15
CCCc1oc(C(=O)O)cc1CN1CCOCC1 | -1 | . | 6 | -4 | . | . | . | -4
O=c1[nH]c(-c2cccnc2)nc2sc(-c3ccccc3)cc12 | . | -28 | . | . | -2 | 2 | 43 | -37
COC(=O)c1cccc(NC(=O)Nc2ccccc2OC)c1 | . | -91 | . | . | 4 | 3 | -12 | -33
CCOC(=O)N1CCC(N(CCCOC)C(=O)Nc2cccc(OC)c2)CC1 | 0 | . | -7 | -1 | . | -23 | . | .
O=C(C[C@H]1CC[C@H](NC(=O)c2cccnc2)[C@@H](CO)O1)NCCN1CCCCC1 | -1 | -2 | . | 5 | -3 | -8 | -3 | 17
COc1ccc([N+](=O)[O-])cc1NCc1c(F)cccc1F | -1 | 9 | 1 | . | -1 | 2 | 8 | 8
COc1cc2cnc(CCO[C@H]3CCCCO3)cc2cc1OC | 0 | -30 | -3 | -5 | 2 | 9 | -14 | -14
O=C(CSc1nc(=O)n2ccccc2n1)Nc1ccc2c(c1)OCCO2 | -1 | -16 | -3 | 2 | 3 | . | -3 | -4
COc1ccc(NC(=O)c2cc(C)no2)cc1OC | . | -9 | . | . | 3 | 4 | -2 | 8
CO[C@@H]1CN(C)C(=O)c2ccc(NC(=O)Nc3ccccc3)cc2OC[C@@H](C)N(C(=O)CN(C)C)C[C@H]1C | 5 | . | 20[16.7 µM] | -5 | . | 7 | -33 | -8
C[C@H]1CCCCO[C@H](CN(C)C(=O)Nc2cccc3ccccc23)[C@@H](C)CN([C@@H](C)CO)C(=O)c2cc(NS(=O)(=O)c3cccs3)ccc2O1 | -1 | 47 | 9[16.7 µM] | . | 2 | . | 11 | 15
CC(=O)Nc1ccc(C)cc1NC(C)=O | . | 4 | 2 | 6 | . | -10 | . | .
Cc1ccc(NC(=O)CN(CCc2ccccc2)S(C)(=O)=O)cc1 | 1 | 15 | . | . | 0 | -7 | -4 | 11
Cc1c(C)n(C)c2ccc(C(=O)NCCCN3CCN(C)CC3)cc12 | 4 | 2 | -3 | -12 | -148 | -2 | -8 | 4
O=C1CCC(=O)N1c1ccccc1OS(=O)(=O)c1ccccc1 | 5 | 17 | -2 | . | -1 | 2 | 1 | -3
C[C@H](CO)N1C[C@H](C)[C@H](CN(C)C(=O)c2ccncc2)Oc2cc(C#CC3CC3)ccc2S1(=O)=O | -13 | . | 6[16.7 µM] | -3 | 1 | . | 7 | 8
CC(C)c1ccc(N2C(=O)CC(Sc3ncn[nH]3)C2=O)cc1 (stereo unspecified) | -5 | . | -2 | -3 | . | -5 | . | .
O=C(Nc1ccc(C(=O)N2CCCCC2)cc1)C1CCCC1 | 1 | 9 | -3 | -4 | -2 | 7 | -7 | -10
O=C(CN1C(=O)NC2(CCCCC2)C1=O)NCCc1ccc(Cl)cc1Cl | 1 | 1 | -3 | 4 | 0 | 7 | 6 | -25
OC1c2cc(Br)ccc2N=C2CCCN21 (stereo unspecified) | -3 | 36 | -21 | 16 | -2 | 10 | 15 | 20
CN1C(=O)c2cc(NC(=O)C3CC3)ccc2OC[C@H]2O[C@H](CC(=O)NCCc3ccncc3)CC[C@@H]21 | -2 | 8 | 1[16.7 µM] | 5 | 1 | 7 | -5 | 23
O=C(Cc1ccsc1)N1CCN(S(=O)(=O)c2ccccc2F)CC1 | -4 | 3 | -6 | 4 | -4 | -7 | 10 | 7
O=C(CN1CCCCCC1=O)OCc1ncc(-c2ccccc2)o1 | -2 | . | -1 | -8 | . | -23 | . | .
CC(OC(=O)c1cc(=O)[nH]c2ccccc12)C(=O)NC1CCCC1 (stereo unspecified) | 0 | -2 | 1 | 3 | -2 | 3 | -8 | 9
O=C1CCCC(O)=C1N=Nc1ccc(Cl)c(Cl)c1 | -2 | 3 | -1 | 3 | 2 | 4 | -6 | -1
CN1CCC(N(C)S(=O)(=O)c2ccc(NC(=O)COc3ccc(Br)cc3Cl)cc2)CC1 | . | 13 | . | . | -49 | . | 38 | 6
CCC(=O)N1CCc2cc(S(=O)(=O)N3CCCCC3CC)ccc21 (stereo unspecified) | 2 | 6 | 3 | 3 | -1 | -1 | . | -7
CC(C)C[C@@H](COc1ccccc1)N1CCN(CCc2ccccc2)CCC1=O | -6 | 14 | 0 | . | . | 4 | 10 | -4
COc1ccc(NC(=O)N(C)C[C@@H]2OCCCC[C@H](C)Oc3ccc(NC(=O)NC4CCCCC4)cc3C(=O)N([C@H](C)CO)C[C@@H]2C)cc1 | -3 | -23 | 4[16.7 µM] | -12 | 0 | -13 | -2 | 57*
CNC(=O)Nc1cc(C(C)(C)C)no1 | -5 | -4 | 18 | -5 | . | -2 | . | .
O=C(C[C@@H]1CC[C@H]2[C@@H](COC[C@@H](O)CN2Cc2ccccc2)O1)NCc1ccccc1Cl | 1 | 7 | 1[16.7 µM] | -9 | -1 | -3 | -2 | -17
CCn1c(C)c(C(C)=O)c(N2CCN(c3ccc(F)cc3)CC2)nc1=S | 0 | -8 | -2 | -1 | 12 | -4 | . | -22
Cc1ccc(-n2nnnc2CCl)cc1 | . | -2 | . | . | -1 | 3 | 11 | -15
C[C@@H]1CCCCO[C@@H](CN(C)C(=O)CCCN(C)C)[C@@H](C)CN([C@H](C)CO)C(=O)c2cc(NC(=O)c3ccccc3)ccc2O1 | -5 | -9 | -6[16.7 µM] | 14 | . | . | -2 | -16
CC1CSC(N(C(=O)c2ccc(S(C)(=O)=O)cc2)c2ccc(Cl)cc2)=N1 (stereo unspecified) | 0 | . | -1 | . | -1 | -4 | . | -13
CCOc1ccc(NC(=O)CN(C)C(=O)Cc2ccsc2)cc1OCC | -2 | -7 | -5 | 26 | 4 | -2 | 3 | -3
CC(C)Sc1nc2c([nH]1)c(=N)ncn2Cc1ccccc1 | 5 | -10 | 0 | 12 | -4 | 7 | 1 | -9
COc1ccc2[nH]c3c(=O)n(CCCC(=O)NC4CCC(C)CC4)c(=S)[nH]c3c2c1 (stereo unspecified) | -1 | -1 | -4 | -7 | -4 | 1 | . | 5

Exported tab-delimited: 5 of the compounds above
SMILES	Cneo AK release	PAX8 inh HTS	miR-122 sensor	PGC1a acetyl inh	CASP6 VEID inh	FN deposition inh	EWS-Fli inh	LGR2 antag
C[C@@H]1CCCCO[C@@H](CN(C)C(=O)CCCN(C)C)[C@@H](C)CN([C@H](C)CO)C(=O)c2cc(NC(=O)c3ccccc3)ccc2O1	-5	-9	-6[16.7 µM]	14	.	.	-2	-16
CC1CSC(N(C(=O)c2ccc(S(C)(=O)=O)cc2)c2ccc(Cl)cc2)=N1 (stereo unspecified)	0	.	-1	.	-1	-4	.	-13
CCOc1ccc(NC(=O)CN(C)C(=O)Cc2ccsc2)cc1OCC	-2	-7	-5	26	4	-2	3	-3
CC(C)Sc1nc2c([nH]1)c(=N)ncn2Cc1ccccc1	5	-10	0	12	-4	7	1	-9
COc1ccc2[nH]c3c(=O)n(CCCC(=O)NC4CCC(C)CC4)c(=S)[nH]c3c2c1 (stereo unspecified)	-1	-1	-4	-7	-4	1	.	5

2 of the compounds above, with tabs.
mol	Cneo AK release	PAX8 inh HTS	miR-122 sensor	PGC1a acetyl inh	CASP6 VEID inh	FN deposition inh	EWS-Fli inh	LGR2 antag
CC(C)Sc1nc2c([nH]1)c(=N)ncn2Cc1ccccc1	5	-10	0	12	-4	7	1	-9
COc1ccc2[nH]c3c(=O)n(CCCC(=O)NC4CCC(C)CC4)c(=S)[nH]c3c2c1 (stereo unspecified)	-1	-1	-4	-7	-4	1	.	5

No enrichment for hits. About 2.5% of those tested had a hit in this group.
